# Source: PubChem BioAssay
# GBA enhancer – glucocerebrosidase activity enhancement; P04062; activation, % at 10 µM; AID 784; 30,000 tested, 0.44% active; L444P Gaucher fibroblasts, 4-MU-glucoside fluorescence, 3 days; in the data active = activation above about 65%;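 note: 0% = vehicle wells and 100% = positive control wells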
# Target sequence (P04062 whole entry L483P): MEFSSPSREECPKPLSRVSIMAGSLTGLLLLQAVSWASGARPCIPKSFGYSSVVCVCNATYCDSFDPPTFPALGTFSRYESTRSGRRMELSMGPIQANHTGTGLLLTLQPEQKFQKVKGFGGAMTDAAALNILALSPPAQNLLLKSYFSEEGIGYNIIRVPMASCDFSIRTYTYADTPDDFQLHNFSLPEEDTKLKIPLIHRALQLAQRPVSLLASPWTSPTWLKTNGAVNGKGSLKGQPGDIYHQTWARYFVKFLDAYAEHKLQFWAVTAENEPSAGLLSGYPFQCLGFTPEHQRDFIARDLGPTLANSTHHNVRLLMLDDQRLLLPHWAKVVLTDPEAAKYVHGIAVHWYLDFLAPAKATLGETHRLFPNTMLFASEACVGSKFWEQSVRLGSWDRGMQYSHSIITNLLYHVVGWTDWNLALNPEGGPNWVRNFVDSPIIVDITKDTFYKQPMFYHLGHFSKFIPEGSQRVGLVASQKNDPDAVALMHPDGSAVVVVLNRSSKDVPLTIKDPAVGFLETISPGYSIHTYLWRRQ
# * = called active by the depositor. Not all compounds are listed; the hit share may differ from the screen's.
nr	Compound	GBA enhancer
1	O=C(Nc1ccccc1)N(C1=NCCCCS1)c1ccccc1	-17
2	COc1ccc2sc(C)nc2c1NC(C)=O	-7
3	CN(C(=O)C(Cl)Cl)c1ccc(OC(=O)c2ccco2)cc1	-34
4	O=c1/c(=C/c2cccc3ccccc23)sc2ncnn12	-17
5	COc1ccc(CNc2ccc(-c3ccc(OC)cc3)nn2)cc1	-32
6	Cc1cc(N2CCOCC2)nc2ccc(NC(=O)CCC(=O)N3CCCC(C)C3)cc12 (stereo not given)	-9
7	CCOc1ccc(OCC)c(NC(=O)CCn2c(=O)oc3ccccc32)c1	-10
8	COCCn1c(SCC(=O)N2CCCCC2)nc2cccnc21	-11
9	O=C(CC1=NC2(CCCC2)Cc2ccccc21)N1CCOCC1	-1
10	CCC(=O)N1c2ccc(S(=O)(=O)N(CCO)Cc3ccccc3)cc2CC1C (stereo not given)	-33
11	COc1ccc(Nc2ccccc2)c(C)c1	12
12	COc1ccc(OC)c(-c2nnc(-c3ccc(C)o3)o2)c1	-6
13	CC(C)OCCCNc1ncnc2c1[nH]c1ccc(F)cc12	6
14	COc1ccc(C2N(c3ccccn3)C(=O)C3CCCN32)c(OC)c1 (stereo not given)	-1
15	CC(C)Cc1nc(S(=O)(=O)c2ccc(Cl)cc2)c(N2CCOCC2)o1	-35
16	Cc1ccc(CCNC(=O)Cn2cccc2)cc1	-14
17	CC(C)COC(=O)C1[C@H]2C(=O)N(Cc3cccs3)C[C@]23C=C[C@H]1O3 (stereo not given in full)	-3
18	O=S(=O)(c1ccc2c(c1)OCCO2)N1CCN(Cc2ccc3c(c2)OCO3)CC1	-29
19	O=C(O)C1CCCCC1C(=O)NCCCN1CCOCC1 (stereo not given)	-2
20	COC(=O)CNc1nc(-c2ccccc2F)nc2ccccc12	-8
21	COc1ccc(OC)c(-n2c(SCC(N)=O)nnc2-c2c[nH]c3ccccc23)c1	4
22	CSc1ccccc1NC(=O)c1cnccn1	-1
23	CCc1nnc(NC(=O)OCc2ccccc2)s1	8
24	Cc1ccc(C)c(C2=CSC3=NCCN23)c1	4
25	CCOC(=O)c1c(NC(=O)CN2CCOCC2)sc2c1CCCC2	7
26	O=C(Oc1ccc2cccc(OC(=O)N3CCOCC3)c2c1)N1CCOCC1	0
27	CCOC(=O)c1c(-c2ccccc2)csc1NC(=O)c1nn(CC)cc1Br	-28
28	Clc1cccc(Cl)c1Cn1nnc(-c2cccs2)n1	10
29	Cc1cccc(C)c1OCc1nnc(SCC(=O)NCc2ccccc2)o1	-3
30	CCOC(=O)N1CCC(NC(=O)c2cccc3c2C(=O)N(Cc2cccnc2)C3)CC1	8
31	COc1ccc(CN2CCN(C(=O)C3CC(=O)N(C4CCCCCC4)C3)CC2)c(OC)c1OC (stereo not given)	2
32	CCCC(=O)N(c1ccc2oc(=O)sc2c1)S(=O)(=O)c1ccccc1	-15
33	CCOC(=O)C1(O)CSc2nc3sc(C(=O)O)c(C)c3c(=O)n21 (stereo not given)	-8
34	COc1c(C(=O)N2CCCC2)ccc2ccccc12	-5
35	O=C(CCCNS(=O)(=O)c1cccc2nsnc12)NC1CCCCC1	-9
36	COCc1cc(C)nc(Nc2ccccc2C)c1C#N	-5
37	CCCS(=O)(=O)N1CCCC(C(=O)NC(C)c2ccc3c(c2)OCCO3)C1 (stereo not given)	-8
38	CC(O)c1ccc2c(c1)OCCOCCN(C)CCOCCO2 (stereo not given)	3
39	Cc1ccc(C(=O)Nc2nccs2)cc1S(=O)(=O)N1CCCCC1	39
40	Cc1cc(C)nc(N(C#N)Cc2ccc(Br)cc2)n1	4
41	CCCNS(=O)(=O)c1ccc(CCC(=O)N2CCOCC2)cc1	-10
42	Cc1ccc(CNC(=O)c2oc3ccc(S(=O)(=O)N4CCC5(CC4)OCCO5)cc3c2C)cc1	-78
43	O=C1C2CCCN2C(c2ccc(Cl)cc2)N1c1nccs1 (stereo not given)	-28
44	CCN(CC)C(=O)CSc1nnc(-c2ccccc2)n1N	12
45	CCCn1c(=O)[nH]c(=O)c2c1nc(-c1ccc3c(c1)OCCO3)n2CCN1CCOCC1	-30
46	COc1ccc(N(C(=O)c2ccccc2OC)C2C=CS(=O)(=O)C2)c(OC)c1 (stereo not given)	1
47	O=C(Nc1ccccc1)c1cccc(-c2nnc(-c3ccccc3)o2)c1	-52
48	COc1ccc(CCNC(=O)c2ccc3c(=O)n(Cc4ccco4)c(=S)[nH]c3c2)cc1OC	-47
49	O=C1c2ccccc2C(=O)C1c1ccncc1	9
50	Cc1ccccc1Nc1nc(N)nc(COC(=O)CCS(=O)(=O)c2ccccc2)n1	-18
51	COc1cccc(OCCCCSc2ncccn2)c1	3
52	O=C(CCSc1nnc2ccccn12)Nc1ccc(F)cc1	-27
53	Cc1ccc(C)c(-n2c(CNc3ccc(F)cc3)nnc2SCC(N)=O)c1	4
54	Fc1ccccc1N1CCN(C(c2ccccn2)c2nnnn2C2CCCCC2)CC1 (stereo not given)	-14
55	Cn1cccc1C(=O)NC(=O)CSc1nc2ccccc2s1	-10
56	Cc1ccc(CNC(=O)Nc2cccs2)cc1	-3

# Following part:
nr	Compound	GBA enhancer
57	O=C(NCCCn1ccnc1)c1noc2c1CCCC2	-40
58	Cc1cc2c(=O)n(C)c(SCC(=O)c3cc4ccccc4o3)nc2s1	-27
59	O=C(NCCCN1CCOCC1)C1CC(=O)N(CCc2ccccc2)C1 (stereo not given)	32
60	Cc1c(-c2nc(N)nc(Nc3ccc(F)cc3)n2)oc2ccccc12	-65
61	O=C(Nc1ccccc1N1CCCCC1)c1cccs1	-30
62	COCc1nnc(NC(=O)CCc2ccccc2)s1	5
63	CCOC(=O)CSc1nc(-c2ccc(OC)cc2)ns1	19
64	CCS(=O)(=O)N1Cc2ccccc2CC1C(=O)Nc1nc2ccccc2[nH]1 (stereo not given)	-1
65	COc1ccccc1-n1nc(C(=O)Nc2ccc3c(c2)OCO3)c2ccccc2c1=O	-4
66	O=C(Nc1ccc2nn(-c3ccccc3)nc2c1)c1ccc(Br)o1	-36
67	Cn1c(C(=O)OC(C(=O)NC2CCCC2)c2ccncc2)cc2sccc21 (stereo not given)	-25
68	CN(C)Cc1nc2ccccc2c(=O)n1Cc1nc(C(C)(C)C)cs1	18
69	Cc1cc(S(=O)(=O)N(Cc2ccccc2)Cc2ccc(N(C)C)cc2)ccc1-n1cnnn1	12
70	COc1ccc(-n2c3c(cc(C(=O)N4CCCCC4)c2=O)C(=O)CC(C)(C)C3)cc1	-4
71	COc1ccc(N(CC(=O)NC(C)(C)C)C(=O)c2ccco2)cc1	15
72	Cc1nc2ccccc2c(=O)n1CCCO	-18
73	CCC(C)Cn1c(C)nc2ccccc21 (stereo not given)	4
74	Nc1c(N2CCOCC2)cc(Cl)c2nonc12	-10
75	c1ccc2c(c1)OCC(c1csc3ncnc(N4CCOCC4)c13)O2 (stereo not given)	-12
76	CCOC(=O)NCCc1ccc(OC)cc1	-5
77	c1ccc(-c2noc(CN3CCN(C(c4ccccc4)c4ccccc4)CC3)n2)cc1	7
78	Cn1c(=O)[nH]c(=O)c2c1nc(CN1CCOCC1)n2CCc1ccccc1	-9
79	COC(=O)c1ccccc1NC(=O)C1CCN(S(=O)(=O)c2cc(OC)ccc2OC)CC1	-27
80	CC1CN(C(=O)C2CCCN2S(=O)(=O)c2ccc(Cl)cc2)CC(C)O1 (stereo not given)	-22
81	COc1ccc(-c2nnc(SCC(=O)c3cccs3)o2)cc1	6
82	Cn1nnnc1SCCNC/C=C/c1ccccc1	0
83	CCOC(=O)c1[nH]c(=O)[nH]c1CSc1ccccn1	-12
84	O=C(O)c1ccccc1-c1nc2ccccc2c(=O)[nH]1	29
85	Cc1cc(C)n(-c2cccc3cccnc23)n1	-13
86	O=C(c1ccc(COc2ccc(Cl)cc2)o1)N1CCN(Cc2ccc3c(c2)OCO3)CC1	7
87	CC1(C)CC2(CCCN3C(=O)CSC32)CCS1 (stereo not given)	-11
88	CC(=O)c1c(C)nc(-c2ccc(Cl)cc2)nc1N=CN(C)C	-5
89	Cc1cccc(N2C(=O)N(c3ccccc3C)C3CS(=O)(=O)CC32)c1 (stereo not given)	-5
90	OCc1nnn(-c2cccc(C(F)(F)F)c2)c1CO	4
91	O=C(O)C1CC=CCC1C(=O)NC12CC3CC(CC(C3)C1)C2 (stereo not given)	-13
92	CN(C)CCCNc1oc(-c2ccc(Cl)cc2)nc1C#N	22
93	CN1C(=O)c2cccc(N(C)C)c2C1=O	-11
94	O=C(NCc1ccco1)Nc1ccc(Br)cc1Cl	-22
95	Cc1cc(N2CCN(C3CCCC3)CC2)n2ncc(-c3ccccc3)c2n1	-11
96	Cc1c(C(=O)Nc2ccc3c(c2)OCCO3)sc2nc(-c3ccccc3)cn12	36
97	Cn1c(=O)c(C(=O)CSc2nncs2)c(N)n(Cc2ccccc2)c1=O	4
98	CC(C)CCn1c(Sc2nc3ccccc3s2)nc2c1c(=O)[nH]c(=O)n2C	-29
99	COc1ccccc1N1C(=O)CCC1(C#N)c1ccccc1 (stereo not given)	3
100	Cn1c(=N)n(CC(=O)O)c2ccccc21	-36
101	Cc1occc1C(=O)Nc1nnc(C(F)(F)F)s1	-25
102	CCc1cc2c(=O)c(Oc3ccccc3F)c(C)oc2c(CN(C)C)c1O	11
103	Cc1ccc(N2C(=O)c3ccc(N)cc3C2=O)cc1C	2
104	CCCN(CCC)S(=O)(=O)c1ccc(C(=O)Nc2nnc(-c3cc(OC)cc(OC)c3)o2)cc1	-18
105	Cc1cc(NC(=O)c2cc(-c3ccccn3)nc3ccccc23)no1	0
106	CCC(C(=O)N1CCN(c2cccc(Cl)c2)CC1)c1ccccc1 (stereo not given)	-27
107	CCC(CCC(=O)Nc1cccc(C(=O)O)c1)C(=O)O (stereo not given)	-2
108	O=C(NCc1ccco1)c1cc(-c2ccncc2)nc2ccccc12	17
109	Cc1cccc(N=C2NC(=O)CS2)c1C	-43
110	CN(C)c1ccc(CNC2CC(C)(C)NC(C)(C)C2)cc1	-53
111	COCC(C)NCc1ccccc1C (stereo not given)	9
112	CC12CCC(C(=O)Nc3cccc(NC(=O)C45CCC(C)(C(=O)O4)C5(C)C)n3)(OC1=O)C2(C)C	2

# Two compounds drawn at random from those above, as already listed:
nr	Compound	GBA enhancer
105	Cc1cc(NC(=O)c2cc(-c3ccccn3)nc3ccccc23)no1	0
106	CCC(C(=O)N1CCN(c2cccc(Cl)c2)CC1)c1ccccc1 (stereo not given)	-27

# (next part)
nr	Compound	GBA enhancer
113	CCOC(=O)N1CCC(n2c(=S)[nH]c3cc(OC)c(OC)cc3c2=O)CC1	-1
114	CCCCN(CC)S(=O)(=O)c1ccc(C(=O)Nc2nnc(CSC)o2)cc1	81*
115	CCOC(=O)CSc1ccc2nnc(-c3cccs3)n2n1	-4
116	CN1CCCC(OC(=O)COc2ccccc2)C1 (stereo not given)	-46
117	COC(=O)C1C(=O)C2=C(CC1C)NC(=O)CC2c1ccc(O)c(OC)c1 (stereo not given)	-27
118	Cn1c(=O)n(CCCOc2ccc(Br)cc2)c2ccccc21	-4
119	CCOC(=O)CSc1cc(C)nc(NC(C)=O)n1	-24
120	CCCc1nc(SCC(=O)N2CCN(c3ccccc3)CC2)c2c(=O)n(C)c(=O)n(C)c2n1	5
121	CCOC(=O)Nc1cccc2ccccc12	-9
122	COc1ccc(-c2noc(N3CCC(C(=O)N4CCN(c5ccccn5)CC4)CC3)n2)cc1	18
123	Nn1c(SCC(=O)Nc2ccc3c(c2)OCO3)nnc1-c1ccncc1	-9
124	CCOC(=O)c1cnn(CC2CCCCC2)c1N	39
125	O=C(NC1CCCCC1)N1CCCC(c2nc(-c3ccc(S(=O)(=O)N4CCCC4)cc3)no2)C1 (stereo not given)	-21
126	O=S(=O)(Nc1ccc2c(c1)CCC2)c1cccs1	-13
127	CC(C)OCCCn1c(=S)[nH]c2cc3c(cc2c1=O)OCO3	5
128	O=c1[nH]c2cc3c(cc2cc1CN(CCCO)Cc1nnnn1Cc1ccc(F)cc1)OCO3	-16
129	Cc1c(C(=O)N2CCN(S(C)(=O)=O)CC2)oc2ccccc12	-22
130	CCN1CCN(c2nc3c(c(=O)n(C)c(=O)n3C)n2CCSc2ncccn2)CC1	5
131	O=c1oc2c(CN3CCOCC3)c(O)ccc2c2c1CCC2	-37
132	CC1=C(C(=O)Nc2ccccc2C)C(c2cccnc2)n2nc(CCCO)nc2N1 (stereo not given)	-17
133	CNC(=O)c1ccccc1NC(=O)c1ccc(C)c(S(=O)(=O)N2CCCCC2)c1	8
134	CCN(CC)c1ccc(NC(=O)Cn2nnc(-c3cccc(OC)c3OC)n2)c(C)c1	-54
135	CCOC(=O)N1CCN(Cc2nc(-c3ccccc3)no2)CC1	-21
136	CCOc1ccccc1CNC(=O)C1CCN(C(=O)c2sccc2-n2cccc2)CC1	-2
137	Cc1nc(NC(=O)c2csc3ccccc23)sc1C	-1
138	COc1cccc(N(CC(=O)N2CCN(C)CC2)S(=O)(=O)c2ccc(C)cc2)c1	-28
139	CCCCOCC1CN(c2ccccc2)C(=O)CS1 (stereo not given)	-4
140	CCCCN(C)CCNC(=O)c1ccc2c(c1)NC(=O)C(N1CCCCC1)S2 (stereo not given)	-16
141	COc1ccc(CCNC(=O)CN2C(=O)C3(OCCCO3)c3ccccc32)cc1OC	-14
142	O=C(CSc1nc2ccccc2c(=O)n1CC1CCCO1)N1CCN(c2ccccc2)CC1 (stereo not given)	3
143	Cc1cc(NC(=O)c2ccc(S(=O)(=O)N(C)C)cc2)no1	51
144	O=C(CSc1nnc2ccccn12)c1ccc(OC(F)F)cc1OC(F)F	-3
145	CCNC(=O)CC1C(=O)N(c2ccc(C)cc2)C(=O)N1Cc1ccccn1 (stereo not given)	-6
146	CCCn1nnc(NC(=O)Cc2ccc(Cl)cc2)n1	2
147	Nn1c(COc2ccccc2)nc2ccccc2c1=O	2

# Some of the entries above, set out differently:
139	CCCCOCC1CN(c2ccccc2)C(=O)CS1 (stereo not given)
  GBA enhancer: -4
140	CCCCN(C)CCNC(=O)c1ccc2c(c1)NC(=O)C(N1CCCCC1)S2 (stereo not given)
  GBA enhancer: -16
141	COc1ccc(CCNC(=O)CN2C(=O)C3(OCCCO3)c3ccccc32)cc1OC
  GBA enhancer: -14
142	O=C(CSc1nc2ccccc2c(=O)n1CC1CCCO1)N1CCN(c2ccccc2)CC1 (stereo not given)
  GBA enhancer: 3
